Assay outcomes: PubChem, several laboratories
Avidin fluor = compound fluoresces at 488/530 nm on avidin beads | AID 1775 | 220,000 compounds, 0.38% hits | fluorescence (KMESF) at 10 µM | compound fluorescence 488/530 nm, flow cytometry; hits give high values; in the data active = fluorescence above about 47; also: inactives centre near 10
RGS7-Gao reg = human RGS7-Galphao interaction regulation. P09471. Multiplexed bead flow cytometry, RGS7-Galphao binding; actives lie on both sides. binding response (% of control), % at 10 µM. 220,000 compounds, 0.35% hits; in the data active = binding response below about 49% or above about 150%; inconclusive = no clear call, values can overlap the other calls; inactive = in between;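 also: fluorescent Galphao held in activated GDP-AlF4 state binding bead-coupled RGS7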
Target sequence (P09471 whole entry, looked up): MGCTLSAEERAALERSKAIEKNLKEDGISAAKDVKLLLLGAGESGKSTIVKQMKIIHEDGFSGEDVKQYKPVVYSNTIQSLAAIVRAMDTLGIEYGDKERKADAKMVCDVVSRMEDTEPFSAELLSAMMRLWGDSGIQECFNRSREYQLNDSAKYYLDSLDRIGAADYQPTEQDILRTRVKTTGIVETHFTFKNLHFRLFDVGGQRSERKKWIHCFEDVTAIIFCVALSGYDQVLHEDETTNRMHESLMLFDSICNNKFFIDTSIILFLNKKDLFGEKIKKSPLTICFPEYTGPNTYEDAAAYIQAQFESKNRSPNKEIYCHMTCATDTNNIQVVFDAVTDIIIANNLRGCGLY
Pf gametocyte = kills late stage P. falciparum gametocytes; P. falciparum stage V gametocytes, ATP luminescence, 24 h; inhibition, % at 10.9 µM; 150,000 compounds, 0.065% hits;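 active = inhibition above the mean plus 3 SD of compounds within the control limits, set per campaign, cut at about 38% in these data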;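 also: 0% = DMSO wells and 100% = medium only without gametocytes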
Mcl1 Noxa PPI = disrupts binding of human Mcl-1 to Noxa peptide; AID 1022; 220,000 compounds, 1.5% hits; TR-FRET Mcl-1/Noxa peptide binding, 2 h; Q07820; inhibition, % at 21.7 µM;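 active = compounds that cut the protein-peptide binding signal by more than 50% relative to plate controls in a single-dose test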;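 also: His-tagged Mcl-1 with rhodamine Noxa BH3 peptide and terbium anti-His antibody; 0% = Mcl-1 plus Noxa peptide wells and 100% = peptide-only wells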
Target sequence (Q07820 whole entry, looked up): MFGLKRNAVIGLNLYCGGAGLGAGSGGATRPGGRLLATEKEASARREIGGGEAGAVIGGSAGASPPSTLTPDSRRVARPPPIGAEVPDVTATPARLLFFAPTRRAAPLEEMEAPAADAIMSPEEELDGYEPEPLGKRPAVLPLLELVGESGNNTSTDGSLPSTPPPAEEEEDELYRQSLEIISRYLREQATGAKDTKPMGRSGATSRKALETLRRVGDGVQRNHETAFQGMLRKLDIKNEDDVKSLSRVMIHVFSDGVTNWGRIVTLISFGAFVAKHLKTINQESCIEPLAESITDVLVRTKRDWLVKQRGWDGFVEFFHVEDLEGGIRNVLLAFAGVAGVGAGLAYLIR
Mcl-1 Bim block = inhibitors of Bim-Mcl-1 interaction, human; Q07820; Bead-based flow cytometry, Bim peptide-Mcl-1 binding; inhibition, % at 10 µM; 190,000 compounds, 0.1% hits; in the data active = inhibition above about 40%;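 also: 0% = no compound tracer wells and 100% = peptide blocker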
RGS4-Gao reg = human RGS4-Galphao interaction regulation | P09471 | Multiplexed bead flow cytometry, RGS4-Galphao binding; actives lie on both sides | binding response (% of control), % at 10 µM | 220,000 compounds, 0.33% hits | AID 1415; in the data active = binding response below about 49% or above about 150%; inactive = in between;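 also: fluorescent Galphao activated with aluminum fluoride binding bead-coupled RGS4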
ABCB1 inh = human ABCB1 inhibition, ABCG2 as counter-screen | P08183 | CCRF-Adr cells, JC-1 efflux, flow cytometry | inhibition, % at 6.6 µM | 190,000 compounds, 0.067% hits; in the data active = inhibition above about 40%;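 also: 0% = vehicle and 100% = reference inhibitor; higher value means more JC-1 retained so stronger ABCB1 efflux block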
RGS8-Gao = human RGS8-Galphao interaction regulation; response (percent of control binding), % at 10 µM; 220,000 compounds, 0.34% hits; multiplexed bead flow cytometry, RGS8-Galphao binding; actives lie on both sides; P09471; in the data active = response below about 60% or above about 140%; inactive = in between;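 also: Galphao activated as the GDP aluminium fluoride complex binding bead-coupled RGS8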
Mcl1 Bid PPI = disrupts binding of human Mcl-1 to Bid peptide. TR-FRET Mcl-1/Bid-Dy647 peptide binding, 1536-well. inhibition, % at 21.7 µM. 220,000 compounds, 0.97% hits;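 active = compounds that cut the binding signal by more than half at the single screening dose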;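 also: His-tagged Mcl-1 with europium anti-His antibody binding Bid BH3 peptide; 0% = Mcl-1 plus peptide wells and 100% = peptide-only wells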
GSH fluor = GSH bead compound fluorescence profile; fluorescence (KMESF) at 10 µM; GSH beads flow cytometry, compound fluorescence 488/530 nm; hits give high values; 190,000 compounds, 0.25% hits; in the data active = fluorescence above about 89;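 also: glutathione beads carrying GST-tagged Bcl family fusion proteins plus one bare bead set; values are compound well signal with DMSO vehicle wells as background; inactives centre near 16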
ABCG2 inh = human ABCG2 inhibition, ABCB1 as counter-screen | Q9UNQ0 | IgMXP3 cells, JC-1 efflux, flow cytometry | inhibition, % at 6.6 µM | 190,000 compounds, 0.1% hits;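 active = inhibition above 80%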;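 also: 0% = DMSO and 100% = nicardipine control wells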
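Test system: IgMXP3 (ABCG2) plus far-red-tagged CCRF-Adr (ABCB1) cells. Reagent: JC-1 dye as substrate. Timing: 10 min exposure at 25 °C with rotation, no wash. Measured by: flow cytometric JC-1 green MFI at 530 nm. Read-out: percent efflux inhibition, scaled nicardipine 100% to DMSO 0%. Control set: nicardipine and DMSO wells.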
* hit, by the source's call; ? = inconclusive; · = no result given; [ ] = another dose, or the depositor's remark.

SMILES	Avidin fluor	RGS7-Gao reg	Pf gametocyte	Mcl1 Noxa PPI	Mcl-1 Bim block	RGS4-Gao reg	ABCB1 inh	RGS8-Gao	Mcl1 Bid PPI	GSH fluor	ABCG2 inh
Cc1c(O)c(CN2CCCC2)cc2c3c(c(=O)oc12)CCC3	12	101	·	9	3	100	0.4	101	-31	13	2
CCOC(=O)Cn1nc(C)c2c1CCCC2=O	14	97	·	6	2	97	-6.2	98	-15	30	-3
COC(=O)C(NS(=O)(=O)c1ccc(NC(C)=O)cc1)C(C)C (stereo not given)	10	97	16	21	1	98	0.7	99	-2	36	2
Cc1cccc(CSCCNC(=O)COc2ccc(Cl)cc2)c1	12	99	14	-1	-7	99	0.2	97	-5	8	9
CCn1c2ccccc2c2cc(NC(=O)CSc3nnc(-c4cccc(F)c4)o3)ccc21	9	105	·	-1	2	106	-0.5	105	1	11	-2
COc1cc(CN(C(=S)NCC(=O)NC2CC2)C2CCCC2)cc(OC)c1OC	3	103	11	19	-1	102	0.2	105	-20	6	4
O=C(NCc1cccnc1)C1CCC(CNS(=O)(=O)c2cccc3nsnc23)CC1 (stereo not given)	5	?	6	-7	·	94	·	96	-16	·	·
Cc1cc(N2CCCC2=O)ccc1S(=O)(=O)NCCOc1ccccc1	10	99	3	1	0	101	-0.2	102	-23	16	1
Cc1ccc(-c2cc(C(F)F)n3ncc(C(=O)N4CCc5ccccc54)c3n2)cc1	11	99	6	10	-6	98	0.1	99	-1	14	-2
Cc1cccc2c(Cl)cc(=O)[nH]c12	6	101	·	22	0	103	2.4	104	3	27	7
O=Cc1cnc(N2CCN(c3ccccc3)CC2)s1	12	103	-16	10	0	105	1.7	100	-42	15	22
CCc1ccc(C(=O)/C=C/c2cnn(C)c2C)s1	4	104	-2	1	-2	102	1.5	114	-17	29	21
COc1ccccc1Nc1nnc(SCC(=O)NC(=O)Nc2ccc3c(c2)OCCO3)s1	14	98	·	17	-2	103	2.2	101	-25	5	1
CC(Oc1ccc(Cl)cc1)C(=O)Nc1ncccn1 (stereo not given)	22	100	·	-7	-2	99	0.2	98	-14	12	1
COc1ccc(/C=N/NC(=O)c2cccc([N+](=O)[O-])c2)cc1OC	11	96	5	22	3	98	0.6	98	0	14	13
CC(NC(=O)CSCc1ccccc1Br)c1ccccc1 (stereo not given)	3	102	·	8	0	101	0.8	102	-6	6	8
Cc1ccc(OCc2nnc(NC(=O)c3cccnc3)s2)cc1	6	?	14	13	·	89	·	92	-64	·	·
COc1ccc(OC)c(-c2csc(NC(=O)CSc3ccccc3)n2)c1	2	101	·	14	-7	100	0.5	105	-11	6	1
Oc1ccc(C(=S)N2CCCCC2)cc1Cl	37	98	-23	22	0	100	0.2	101	-30	25	0
Cc1ccc(C)c(NC(=O)c2nc(-c3ccccc3)n(-c3ccccc3)n2)c1	12	102	7	25	-4	100	0.8	100	-22	21	9
CCOc1ccccc1CN1CCN(Cc2ccc(C)o2)CC1CCO (stereo not given)	12	103	11	11	-4	102	0.0	106	-60	13	0
Cc1cc(NC(=O)Cc2c(F)cccc2Cl)no1	7	101	·	-12	0	100	-0.1	101	-11	26	0
CCOc1ccc(S(=O)(=O)n2cc(-c3ccc(F)cc3)c(N)n2)cc1	13	102	·	0	-4	107	9.2	106	-21	32	26
COc1ccc(Br)cc1CN(C)CC(=O)Nc1ccccc1Cl	13	95	-3	7	-4	98	1.0	99	13	12	12
COc1cc2ccccc2cc1C(=O)OCC(=O)N1CCOCC1	18	93	·	-14	-6	91	0.0	92	-10	20	19
Cc1cc(-c2ccccc2)n2ncnc2n1	6	?	6	-15	·	108	·	106	-6	·	·
O=C(Cn1cnc([N+](=O)[O-])n1)N/N=C/c1cc(Cl)ccc1O	9	?	·	-33	0	98	0.9	99	-109	10	2
COC(=O)c1sc(N)nc1C(C)(C)C	7	101	-11	-25	-2	108	-3.4	105	-10	31	-3
CCOC(=O)c1c(NC(=O)CN(CC)CC)sc2c1CCC2	16	104	-54	3	-4	104	1.0	104	-11	30	25
Cc1ccc(C)c(NC(=S)N(C)CCO)c1	13	101	15	8	-6	101	0.7	103	-14	9	0
CCOCCCNC(=S)N1CCCN(c2nc3cc(C)ccc3cc2C#N)CC1	6	120	2	2	2	107	2.4	105	-40	16	13
COC(=O)c1ccc(NC(=O)c2ccccc2NS(C)(=O)=O)cc1	4	93	·	-2	0	92	0.6	89	-1	25	5
CCCOc1ccc(N2CC(C(=O)Nc3ccccc3C(=O)NCc3ccco3)CC2=O)cc1 (stereo not given)	10	99	·	·	-2	98	2.0	98	-6	21	5
Cc1cc(-c2cc(C(=O)NCc3ccccc3)on2)nc(NC2CCCC2)n1	12	?	·	-13	·	96	·	98	-7	·	·
COC(=O)c1nc(NC(=O)C(C)C)n[nH]1	8	100	23	-13	-4	101	0.0	105	11	16	0
CCOC(=O)N1CCN(c2c(N3CCN(c4ccccn4)CC3)c(=O)c2=O)CC1	29	96	·	4	-3	100	0.6	102	-9	14	5
CSc1nc2c(ccc3ccccc32)o1	31	97	·	5	-3	100	0.5	100	1	24	16
COc1ccc(-n2c(=O)cc(N3CCOCC3)[nH]c2=O)cc1	30	97	-10	10	-3	99	0.2	101	92*	24	1
CCCc1cc(C(=O)Nc2ccn(Cc3ccc(C)cc3)n2)no1	9	?	-30	-5	·	104	·	104	-5	·	·
CCOC(=O)c1c(NC(=O)c2cc(-c3ccc(O)cc3)on2)sc(C(C)=O)c1C	12	122	·	84*	-8	258*[activator]	-1.0	110	-16	13	-1
CCOc1ccc(N=C2NC(=O)C(CC(=O)Nc3ccc(OC)cc3)S2)cc1 (stereo not given)	9	103	22	5	0	99	0.1	104	-8	8	0
COc1ccc(N2CCN(c3ccc([N+](=O)[O-])nc3)CC2)cc1	6	100	-23	12	-3	98	0.6	100	-66	15	7
COc1ccc(-n2nc(C(=O)NCC(=O)Nc3cccc(NC(C)=O)c3)c3ccccc3c2=O)cc1	9	?	-3	10	-2	103	-0.4	102	-27	17	-1
c1ccc(NCc2nc3ccccc3n2CCOc2ccccc2)cc1	4	98	1	-1	0	97	1.4	104	-25	17	18
O=c1n(-c2ccc(Br)cc2)cnn1-c1ncccc1[N+](=O)[O-]	7	93	-12	7	0	97	0.6	101	-12	21	6
COc1ccccc1-c1c(C(F)(F)F)oc2cc(OC(=O)c3ccc([N+](=O)[O-])cc3)ccc2c1=O	12	98	-16	9	5	92	0.1	90	-3	13	1
Cc1cc2ncc(-c3ccc(Cl)cc3)cn2n1	14	107	-37	9	-2	105	-0.1	106	-14	16	0
O=C(/C=C\c1cn(-c2ccccc2)nc1-c1ccc2c(c1)OCCO2)N1CCOCC1	13	93	-4	7	-1	96	1.4	99	-4	19	7
NC(=O)Nc1ccccc1C(=O)N1CCC(O)(c2ccc(Cl)cc2)CC1	2	102	·	13	-3	113	0.3	94	6	17	3
COc1ccc(/C=N/Nc2nc3ccccc3o2)cc1OC	12	97	-5	-3	-2	98	0.9	103	-14	24	5
CC(C)=CCN1CCN(Cc2ccoc2)CC1CCO (stereo not given)	7	108	14	7	0	102	1.3	103	-69	19	2
CC(CCc1ccccc1)NC(=O)COc1ccc(S(=O)(=O)N2CCOCC2)cc1[N+](=O)[O-] (stereo not given)	1	100	10	27	-5	100	2.2	102	-1	5	3
CCC(=O)Nc1ccc(/C(C)=N\NC(=O)c2ccc(C)s2)cc1	5	96	·	-5	0	101	0.1	101	-9	25	1
O=C(c1cc2ccccn2n1)N1CCN(Cc2ccccc2)CC1	7	101	·	25	-2	100	-0.1	101	14	22	0
CCOC(=O)C1=C(CN2CCc3ccccc32)NC(=O)NC1c1ccc(Cl)cc1 (stereo not given)	9	98	-20	17	-22	101	2.3	99	-84	47	16
O=C(CN1C(=O)c2ccccc2C1=O)Nc1cccc2cccnc12	6	100	·	2	-1	102	-0.3	100	-14	19	2
CS(=O)(=O)N(Cc1ccc(C(=O)NC2CCCC2)cc1)c1ccccc1	7	92	10	10	0	93	0.4	83	9	19	1
Cc1ccc(-c2nn(-c3ccccc3)cc2C(=O)Nc2ccc(C(=O)O)cc2)cc1	8	100	-13	0	1	100	-1.5	98	-18	9	-2
Fc1ccc2nc(Nc3nc4c(s3)CCCC4)sc2c1	16	102	4	-53	0	102	0.5	99	-112	23	2
Cn1c(COc2ccccc2)nnc1SCC(=O)NCc1ccccc1	10	90	-21	1	-4	94	0.1	98	-4	13	0

Ordered by formula weight (rising): three of the compounds above
SMILES	Avidin fluor	RGS7-Gao reg	Pf gametocyte	Mcl1 Noxa PPI	Mcl-1 Bim block	RGS4-Gao reg	ABCB1 inh	RGS8-Gao	Mcl1 Bid PPI	GSH fluor	ABCG2 inh
CC(C)=CCN1CCN(Cc2ccoc2)CC1CCO (stereo not given)	7	108	14	7	0	102	1.3	103	-69	19	2
CC(NC(=O)CSCc1ccccc1Br)c1ccccc1 (stereo not given)	3	102	·	8	0	101	0.8	102	-6	6	8
CCOC(=O)N1CCN(c2c(N3CCN(c4ccccn4)CC3)c(=O)c2=O)CC1	29	96	·	4	-3	100	0.6	102	-9	14	5

Later entries
SMILES	Avidin fluor	RGS7-Gao reg	Pf gametocyte	Mcl1 Noxa PPI	Mcl-1 Bim block	RGS4-Gao reg	ABCB1 inh	RGS8-Gao	Mcl1 Bid PPI	GSH fluor	ABCG2 inh
COc1ccccc1-c1cnnc(N/N=C/c2ccc(-c3cccc(Br)c3)o2)n1	8	102	-1	3	1	102	-0.9	104	-7	17	-11
Cc1ccc(Nc2ncc(C(=O)NCCCN3CCN(C)CC3)c3ccccc23)cc1Cl	13	?	21	0	-4	106	1.5	104	-16	10	8
CCc1ccc(CNc2ccc3c(c2)ncn3C)cc1	17	97	·	-3	0	99	0.3	100	-147	22	1
O=C(CNC(=O)c1ccccc1Br)N/N=C/c1ccc(O)cc1	11	?	-8	4	1	99	0.0	100	-24	11	4
O=C(CCCCCN1C(=O)CCC1=O)Nc1ccc(Br)cc1F	5	112	-56	14	-5	114	0.2	108	-5	31	1
C=CCn1cc(/C=C2\SC(N3CCOCC3)=NC2=O)c2ccccc21	15	?	-20	9	·	98	·	100	-51	·	·
C#Cc1ccc([C@@H]2C=C(C(=O)OCC=C)O[C@H](OCCCCO)C2)cc1	6	85	5	-21	0	89	0.3	94	-23	17	2
CCOC(=O)c1c(NC(=O)c2cc3n(n2)C(C(F)(F)F)CC(c2ccccc2)N3)sc(C)c1C (stereo not given)	5	95	-6	-17	-3	95	0.5	99	-40	10	0
COc1ccc(CCNC(=O)COc2ccc([N+](=O)[O-])cc2)cc1	10	?	·	-1	0	100	0.3	101	-19	14	16
Cc1ccc(Cn2c(=O)n(-c3ccccc3)c(=O)c3ccc(C(=O)NCc4ccco4)cc32)cc1	·	·	·	-18	-2	·	1.1	·	-13	18	1
COc1ccc(-c2[nH]ncc2-c2nc(C)cs2)c(O)c1	7	94	·	8	-1	93	1.4	97	-42	13	2
